# EphA4 KYL inhibition: inhibitors of EphA4 binding to KYL peptide, primary screen, biochemical, colorimetric, mouse EphA4 (AID 689) | 62,000 compounds, 0.1% hits | EphA4-AP binding to KYL peptide, pNPP A405; higher % means a stronger effect | inhibition, % at 10 µM, or IC50 in µM where a hit was titrated; in the data active means a potency from the dose series; inactive means the rest, 99 in 100 with inhibition below about 22%
# An asterisk follows results filed as active; & = joins results of further samples. An excerpt; the hit share may differ from the screen's.
# Start of the data: the first 15 records as a preview:
Structure | EphA4 KYL inhibition
CCc1ccccc1N(CC(=O)NCCSCc1ccco1)S(C)(=O)=O | 0%
N#CCCN1CCN(C(=S)c2ccc(-c3cccc(Cl)c3)o2)CC1 | 28%
O=C(c1ccco1)N1CCC(c2ccccc2)C1 (stereo unspecified) | -9%
COC(=O)c1ccc(/C=N/n2cnnc2)cc1 | -6%
O=C(NCCCN1CCCC1=O)c1ccccc1NS(=O)(=O)c1ccc(Br)cc1 | -3%
COc1cccc(-c2nn3c(-c4cccc(C)c4)nnc3s2)c1 | -14%
CC(=O)c1cccc(NC(=O)Nc2cnn(Cc3ccc(F)cc3)c2)c1 | 12%
O=C(NC1CCCCCC1)C1CCN(c2nc3ccccc3o2)CC1 | -10%
CC(C)(C)NC(=O)NC(=O)CN1CCN(c2ncc(C(F)(F)F)cc2Cl)CC1 | -6%
CCOc1cccc(C(=O)Nc2nc3ccc(C)cc3s2)c1 | 2%
O=C(Nc1ccccn1)NC(C(F)(F)F)C(F)(F)F | 0%
CCc1nc(Nc2ccc3nccnc3c2)c2oc3ccccc3c2n1 | -4%
COc1ccc2ncn(-c3ccccc3)c2c1 | 4%
O=C(NCc1ccc2c(c1)OCO2)C1CC(=O)N(C2CCCCCCC2)C1 (stereo unspecified) | -7%
CCOCCn1c(SCc2cccc(C)c2)nc2c1c(=O)[nH]c(=O)n2C | -10%

# The listing (from the top)
Structure | EphA4 KYL inhibition
CCc1ccccc1N(CC(=O)NCCSCc1ccco1)S(C)(=O)=O | 0%
N#CCCN1CCN(C(=S)c2ccc(-c3cccc(Cl)c3)o2)CC1 | 28%
O=C(c1ccco1)N1CCC(c2ccccc2)C1 (stereo unspecified) | -9%
COC(=O)c1ccc(/C=N/n2cnnc2)cc1 | -6%
O=C(NCCCN1CCCC1=O)c1ccccc1NS(=O)(=O)c1ccc(Br)cc1 | -3%
COc1cccc(-c2nn3c(-c4cccc(C)c4)nnc3s2)c1 | -14%
CC(=O)c1cccc(NC(=O)Nc2cnn(Cc3ccc(F)cc3)c2)c1 | 12%
O=C(NC1CCCCCC1)C1CCN(c2nc3ccccc3o2)CC1 | -10%
CC(C)(C)NC(=O)NC(=O)CN1CCN(c2ncc(C(F)(F)F)cc2Cl)CC1 | -6%
CCOc1cccc(C(=O)Nc2nc3ccc(C)cc3s2)c1 | 2%
O=C(Nc1ccccn1)NC(C(F)(F)F)C(F)(F)F | 0%
CCc1nc(Nc2ccc3nccnc3c2)c2oc3ccccc3c2n1 | -4%
COc1ccc2ncn(-c3ccccc3)c2c1 | 4%
O=C(NCc1ccc2c(c1)OCO2)C1CC(=O)N(C2CCCCCCC2)C1 (stereo unspecified) | -7%
CCOCCn1c(SCc2cccc(C)c2)nc2c1c(=O)[nH]c(=O)n2C | -10%
O=C(NCc1ccco1)C1CCN(c2nc3ccccc3n2Cc2ccc(F)cc2)CC1 | -10%
CCOC(=O)C1=C(C)NC(=O)NC1c1ccc(C)o1 (stereo unspecified) | 6%
Cc1ccc(S(=O)(=O)N2CC(=O)Nc3ccccc32)cc1C | -13%
CC(=O)C1=C(C)OC(N)=C(C#N)C1c1cc2cccc(C)c2nc1Cl (stereo unspecified) | -7%
Cc1cc(NC(=O)c2nn(C)c(C)c2[N+](=O)[O-])no1 | -3%
COc1ccc(C2Nc3ccccc3NC3=C2C(=O)CC(c2ccc(OC)c(OC)c2)C3)cc1 (stereo unspecified) | -1%
Cc1ccccc1C(=O)Nc1ccc(-c2nc3ccc(C(=O)c4ccccc4)cc3[nH]2)cc1 | -1%
N=P(N1CCOCC1)(N1CCOCC1)C12CC3CC(CC(C3)C1)C2 | -14%
COc1ccc(/C=C/C(=O)Nc2ccc(F)cc2)cc1Br | 5%
O=C1SC(c2ccccc2)=C/C1=C\N1CCCCC1 | -19%
O=C(CN1C(=O)NC2(CCCCCC2)C1=O)N1CCN(S(=O)(=O)c2ccc(Cl)cc2)CC1 | -8%
Clc1ccc(-c2cc3ccccc3[nH]2)cc1 | -13%
COC(=O)C1=C(C)NC(=O)NC1c1ccc(OC(C)C)cc1 (stereo unspecified) | 16%
CCOC(=O)CN1C(=O)NC2NC(=O)NC21 (stereo unspecified) | 2%
CCCC(=O)Nc1ccc(Cl)cc1C(=O)O | 0%
COc1ccc(Cc2nc3ccc(S(=O)(=O)N4CCOCC4)cc3[nH]2)cc1OC | -4%
Cc1ccc(-c2ccc(=O)n(CC(=O)NCCCN3CCCCC3)n2)cc1 | -8%
CN(C)c1nc(OCCOC(=O)c2ccccc2)nc(N(C)C)n1 | -12%
O=C(CSC1=NS(=O)(=O)c2ccccc21)Nc1ccccc1 | -10%
CCN(CCCNC(=O)C1CCC(=O)N1Cc1ccc(C)cc1)c1cccc(C)c1 (stereo unspecified) | -1%
O=C(O)c1cccnc1SCC(=O)N1CCCCCC1 | -13%
CCOC(=O)c1c(N)n(CC(C)NC(=O)C2CC2)c2nc3ccccc3nc12 (stereo unspecified) | -16%
COc1ccc(C(=O)O/N=C/c2ccc(S(=O)c3ccc(Cl)cc3)nc2)cc1 (stereo unspecified) | 0%
CCCn1c(/N=C/c2c[nH]c3ccccc23)nc2ccccc21 | -7%
CCSc1nc(N)c2c3c(sc2n1)CCC3 | -36%
O=C(/C=C/c1ccc(Cl)cc1)c1cccnc1 | -6%
COc1ccc(OC)c2c(N3CCN(C)CC3)cc(C(F)(F)F)nc12 | 1%
C(=N\N(c1ccccc1)c1ccccc1)/c1ccc2c(c1)OCO2 | 6%
COc1ccccc1N1CCN(CCCNC(=O)Nc2ccccc2C)CC1 | -15%
CCc1nnc(NC(=O)C2CCCN(c3nc4ccccc4s3)C2)s1 (stereo unspecified) | 8%
Cc1ccc(C(=O)c2cccc(C(=O)c3ccc(C)cc3)c2)cc1 | 15%
CCn1c2ccccc2c2cc(/C=N/n3c(C)nnc3C)ccc21 | 4%
Cc1ccc(-n2c3c(c(=O)[nH]c2=O)C(C(F)(F)F)(C(F)(F)F)NC(=O)N3)cc1 | -14%

# Another view of 2 compounds above.
EphA4 KYL inhibition,structure
-15%,COc1ccccc1N1CCN(CCCNC(=O)Nc2ccccc2C)CC1
1%,COc1ccc(OC)c2c(N3CCN(C)CC3)cc(C(F)(F)F)nc12

# (continued)
Structure | EphA4 KYL inhibition
CCCCOC(=O)Nc1nnc(-c2ccccc2OC)s1 | -20%
c1ccc(Cc2nnc3sc(-c4ccco4)nn23)cc1 | 24%
COC(=O)c1cc(C(=O)NCc2ccc(OC)cc2)cc([N+](=O)[O-])c1 | -2%
Cc1ccnc(NC(=O)CCC(=O)N(CC(=O)NC2CCCCC2)CC2CCCO2)c1 (stereo unspecified) | -12%
O=C(Nc1cccn(Cc2c(Cl)cccc2Cl)c1=O)c1ccc(Cl)cc1 | -11%
CC(C)NC(=O)c1onc(CSc2ccccc2)c1C(=O)O | -6%
Nc1c(C(=O)NC2CCCCC2)c2nc3ccccc3nc2n1/N=C/c1ccco1 | -12%
CC1=[N+]([O-])C(C)(C)C(c2ccc(C)cc2)=[N+]1[O-] | 1%
Cc1ccc(N(CC(=O)Nc2ccccc2Cl)S(=O)(=O)c2ccc(F)cc2)cc1 | -1%
O=C(N/C=C\c1ccccc1)NCc1ccc(Cl)cc1 | 0%
CCc1nc(SCC(=O)N2CC(=O)Nc3ccccc32)c2c(C)c(C)sc2n1 | -16%
COCCn1c(SCC(=O)Nc2cc(C)cc(C)c2)nnc1C(C)C | -9%
O=C(COC(=O)c1cccs1)NCc1ccco1 | 4%
CCN(CC(=O)Nc1ccc2c(c1)OCCO2)C(=O)c1cccc(S(=O)(=O)N2CCOCC2)c1 | -10%
O=C(CSc1nccc2ccccc12)N1CCN(c2ccccn2)CC1 | -7%
COc1ccc(OCCn2c(NC(=O)c3ccco3)nc3ccccc32)cc1 | -9%
CC(=O)N1CCN=C1SCc1ccccc1Cl | 5%
Clc1ccc(C=NC23CN4CN(CN(C4)C2)C3)cc1 | 9%
COc1ccc(OC)c(NC(=O)c2ccc(CN(c3cc(Cl)ccc3C)S(=O)(=O)c3ccccc3)cc2)c1 | -3%
CCc1nn2c(=O)cc(CSc3nc(C)cc(=O)[nH]3)nc2s1 | -1%
Cc1ccc2occ(/C=C/C(=O)c3ccccc3O)c(=O)c2c1 | -11%
Cc1cc(C(F)(F)F)c(C#N)c(N2CCOCC2)n1 | 1%
CC(C)c1cc(C(=O)O)n(-c2ccccc2)n1 | -10%
Cc1cc(Oc2ccccc2)nc(SCC(=O)Nc2ccc(Cl)c(Cl)c2)n1 | -1%
O=c1c2ccccc2nc(-c2ccco2)n1-c1nc2ccccc2s1 | -7%
COC(=O)c1cc(C(=O)Nc2cc(OC)ccc2OC)cc([N+](=O)[O-])c1 | -5%
O=S1(=O)N=C(N2CCN(Cc3ccccc3)CC2)c2ccccc21 | 0%&-9%
CCCC(=O)Nc1ccc2oc(-c3ccncc3)nc2c1 | -23%
CCn1nc(C(=O)OCC(=O)c2ccc3c(c2)OCCO3)c2ccccc2c1=O | 12%
COc1ccc(S(=O)(=O)Cc2ccc(C(=O)N3CCN(c4ccc(Cl)cc4)CC3)o2)cc1 | 0%
COc1ccc(NC2=NCC(=O)N2c2ccccc2F)c(OC)c1 | -24%
CCn1c(SCC(=O)N2CCc3ccccc32)nnc1-c1ccco1 | -8%
CC(C)C1C(C#N)=C(N)SC(N)=C1C#N | -1%
N=c1c2c(n(Cc3ccccc3)c3c1CCC3)CCC2 | -10%
CCN(CC)CCCNC(=O)CC1Sc2ccccc2NC1=O (stereo unspecified) | 0%
COc1ccc(Br)cc1CNCCSc1nnnn1C | -19%
Oc1c(CN2CCCCC2)cc(Br)c2cccnc12 | -6%
Cc1cc(SCC(=O)NC(=O)NCc2ccco2)nc2ccccc12 | 0%
COc1ccc(/C=N/NC(=O)C(Cc2c[nH]c3ccccc23)NC(=O)OCC(C)C)cc1[N+](=O)[O-] (stereo unspecified) | -25%
O=C(c1ccc(I)cc1)N1CCN(c2ccccn2)CC1 | -16%
Cc1ccc(-c2[nH]n3c(=O)cc(-c4ccccc4)nc3c2C)cc1 | 7%
O=C(NCc1cccs1)C1CCCCC1 | -14%
CCCN(Cc1cc2ccc(C)cc2[nH]c1=O)S(=O)(=O)c1ccccc1 | -5%
COc1ccc2c(c1)nc(SCC(=O)c1ccc(Br)s1)n2C | -5%
CC(Sc1nnc(COc2ccc3ccccc3c2)n1C)C(=O)O (stereo unspecified) | 2%
COc1ccc(NC(=O)Cn2nnc(C(=O)NCc3cccc(OC)c3)c2N)cc1 | -2%
CC(C)(C)OC(=O)N1CCC(C(=O)N[C@@H](Cc2ccccc2)C(=O)O)CC1 | -7%
COc1ccc(/C=C(\NC(=O)c2ccccc2)C(=O)NCC(C)C)cc1 | -11%
CCC(C)N=Cc1c(NCc2ccco2)nc2c(C)cccn2c1=O (stereo unspecified) | 14%
Cc1c(C#N)c2ncn(Cc3ccccn3)c(=O)c2n1-c1ccccc1 | -6%
COc1ccc(CNC(=O)c2ccccc2[N+](=O)[O-])cc1 | -10%
CCOC(=O)c1c(NC(=O)Cc2cccs2)sc(C(=O)NC2CCCC2)c1C | -5%
CCOC(=O)C1=C(CSc2nc3ccccc3s2)NC(=O)NC1c1cc(C)ccc1C (stereo unspecified) | -10%
COc1ccc(NC(=O)c2ccccn2)cc1 | 9%
Cc1ccc(N(CC(=O)O)S(C)(=O)=O)cc1C | -3%
CCOc1ccccc1C(=O)N(CN1CCCC1=O)c1cccc(Cl)c1 | -11%

# Following part:
Structure | EphA4 KYL inhibition
Cc1ccc(NC(=O)CC(NCCN2CCOCC2)C(=O)O)cc1Cl (stereo unspecified) | 1%
COc1cccc(NC(=O)CN2C(=O)COc3ccc(Cl)cc32)c1 | -25%
Cc1ccc(-c2ccc(C(=O)O)[nH]2)cc1 | -2%
COc1ccc(CCNC(=O)CC2Oc3ccc(Cl)cc3NC2=O)cc1OC (stereo unspecified) | -1%
CCN(C(=O)c1cn(C)c(=O)c2cc(OC)c(OC)cc12)c1cc(OC)ccc1OC | -1%
Cc1ccccc1/C=C1\OC(=O)c2ccccc21 | -11%
CCC(C)n1c(NC(=O)c2ccccc2)c(C#N)c2nc3ccccc3nc21 (stereo unspecified) | 30%
CCCn1nnc(NC(=O)C(c2ccccc2)c2ccccc2)n1 | -2%
COc1cc(S(=O)(=O)N(Cc2ccc(C)cc2)Cc2ccco2)ccc1-n1cnnn1 | -6%
COc1ccccc1-c1nnc2n1N=C(C)CS2 | -12%
Cc1ccc([N+](=O)[O-])cc1NC(=O)CN1CCCCC1 | -17%
COc1cc(NC(=O)c2cnn3c2NC(c2ccc(Br)cc2)CC3C(F)(F)F)cc(OC)c1OC (stereo unspecified) | -5%
COc1ccc(C(=O)CSc2nnc(-c3cc4ccccc4cc3O)n2Cc2ccco2)cc1 | 10%
COCCCNC(=O)C(=O)N/N=C/c1ccc(OCC(=O)Nc2cccc(Cl)c2C)c(OC)c1 | -9%
O=C1c2ccccc2C(Nc2ccccc2)N1c1ccc(Cl)cn1 (stereo unspecified) | 7%
CCOc1ccc(CC(=O)Nc2c(C(N)=O)oc3ccc(Br)cc23)cc1OCC | -10%
COc1ccc(C2CC(c3c(-c4ccccc4)c4cc(Br)ccc4[nH]c3=O)=NN2C(=O)CCC(=O)O)cc1 (stereo unspecified) | 0%
CCOc1ccccc1C(=O)Nc1cc(OC)ccc1OC | -17%
Cc1ccsc1C1C2=C(CC(C)(C)CC2=O)Nc2ncnn21 (stereo unspecified) | 2%
CC12CC(NC(=O)N1c1cccc(C(=O)N3CCN(c4ccccc4F)CC3)c1)c1ccccc1O2 (stereo unspecified) | 0%
CN1C(=O)CC(N2CCN(CC(=O)N3CCCC3)CC2)C1=O (stereo unspecified) | 0%
O=C(/C=C/c1ccc(F)cc1)Nc1cccc(C(F)(F)F)c1 | 5%
CCOC(=O)C1CCN(Cc2ccc(O)c3ncccc23)CC1 | -13%
COc1ccc(-c2noc(COc3ccc(Cl)cc3)n2)cc1 | 6%
Cn1c(SCc2ccc(Cl)cc2Cl)nc(C(F)(F)F)cc1=O | 6%

# Screening results (PubChem)
